Screens as filed in PubChem BioAssay.
CHRM1 antagonist: antagonists of human M1 muscarinic receptor; P11229; CHO-K1 hM1, Fluo-8 calcium fluorescence, ACh EC80 antagonist; inhibition, % at 3 µM; 360,000 tested, 1.3% active; AID 588852;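 active = percent inhibition above its own plate's cutoff, namely the mean of that plate's compound wells plus 3 SD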;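 note: peak over basal fluorescence ratio during 140 s after agonist addition; 0% = ACh EC80 plus DMSO and 100% = DMSO alone without agonist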
Target sequence (P11229 whole entry, looked up): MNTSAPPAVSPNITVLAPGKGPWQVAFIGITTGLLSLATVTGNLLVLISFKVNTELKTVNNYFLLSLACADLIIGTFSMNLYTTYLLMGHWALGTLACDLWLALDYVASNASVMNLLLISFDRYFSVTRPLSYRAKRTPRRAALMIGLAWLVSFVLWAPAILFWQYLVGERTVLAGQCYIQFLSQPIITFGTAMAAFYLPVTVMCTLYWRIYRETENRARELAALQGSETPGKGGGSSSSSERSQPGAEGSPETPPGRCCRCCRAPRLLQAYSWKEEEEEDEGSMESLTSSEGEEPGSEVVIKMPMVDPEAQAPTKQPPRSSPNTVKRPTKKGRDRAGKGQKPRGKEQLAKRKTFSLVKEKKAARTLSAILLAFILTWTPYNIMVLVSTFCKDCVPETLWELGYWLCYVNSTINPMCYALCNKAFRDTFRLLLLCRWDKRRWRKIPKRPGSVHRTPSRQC
CHRM4 antagonist: CHRM4 antagonism in calcium assay; P08173; CHO-hM4 cells, ACh EC80, Fluo-8 calcium fluorescence; inhibition, % at 3 µM; 360,000 tested, 0.73% active; AID 624125;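 active = inhibition above its plate's cutoff, the mean inhibition of sample wells plus 3 SD, cut at about 27% in these data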;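 note: 0% = acetylcholine EC80 with DMSO and 100% = DMSO without agonist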
CHRM5 agonist: agonists of human muscarinic M5 receptor (CHRM5); P08912; CHO-K1 hM5 cells, Fluo-8 calcium fluorescence; 0% DMSO wells, 100% maximal acetylcholine response; activation, % at 3 µM; 360,000 tested, 0.19% active;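 active = activation above the run's mean over test compounds plus 3 SD, cut at about 23% in these data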;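 note: signal is peak over basal fluorescence ratio across the kinetic read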
Target sequence (P08912 whole entry, looked up): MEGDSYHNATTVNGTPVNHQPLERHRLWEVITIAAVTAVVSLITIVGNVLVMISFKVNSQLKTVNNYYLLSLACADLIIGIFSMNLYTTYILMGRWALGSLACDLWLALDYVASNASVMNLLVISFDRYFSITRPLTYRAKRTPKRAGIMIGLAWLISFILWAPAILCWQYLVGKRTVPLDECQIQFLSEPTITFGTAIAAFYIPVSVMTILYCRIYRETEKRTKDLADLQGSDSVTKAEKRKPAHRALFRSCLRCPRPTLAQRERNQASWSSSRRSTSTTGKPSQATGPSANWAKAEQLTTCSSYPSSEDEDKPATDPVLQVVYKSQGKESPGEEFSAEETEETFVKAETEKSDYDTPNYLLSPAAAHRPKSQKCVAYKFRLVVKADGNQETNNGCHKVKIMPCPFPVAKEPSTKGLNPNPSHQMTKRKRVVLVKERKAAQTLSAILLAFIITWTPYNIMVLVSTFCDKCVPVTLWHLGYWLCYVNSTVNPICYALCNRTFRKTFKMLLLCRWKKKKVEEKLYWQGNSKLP
M4 ag: agonists of human muscarinic M4 receptor (CHRM4). CHO-K1 hM4/Gqi5, Fluo-8 calcium fluorescence; vehicle 0%, full acetylcholine response 100%. activation, % at 3 µM. 360,000 tested, 0.14% active;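 active = activation above the run mean over all test wells plus 3 SD, cut at about 32% in these data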;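 note: peak over basal fluorescence ratio per well then scaled between controls; 0% = DMSO wells and 100% = acetylcholine at EC100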
CHRM1 PAM: potentiates human M1 receptor response to acetylcholine; AID 588819; CHO-K1 hM1, Fluo-8 calcium fluorescence, ACh EC20; 0% = ACh EC20, 100% = maximal ACh; activation, % at 3 µM; 360,000 tested, 0.088% active; P11229; in the data active = activation above about 19%, passing the limit was not always enough
TAAR1 ag: human TAAR1 agonism; AID 624467; Q96RJ0; 360,000 tested, 0.99% active; activation, % at 3 µM; CHO RD-HGA16 TAAR1, Fluo-8 calcium fluorescence; vehicle wells 0%, saturating PEA agonist 100%;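 active = activation above the mean activation of all test compounds in the run plus 3 SD, cut at about 38% in these data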
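Signal – calcium-sensitive Fluo-8 signal, excitation 470-495, emission 515-575 nm · System – RD-HGA16 (CHO) cells co-expressing Gα16 and hTAAR1 · Incubation – 17-24 h seeding, 75 min 37 °C dye, 30 min RT · Compound dosing – 3 µM single concentration · Repeats – no replicates (n 1)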
M5 antag: CHRM5 antagonism in calcium assay; P08912; CHO-hM5 cells, Fluo-8 calcium fluorescence, ACh EC80; inhibition, % at 3 µM; 360,000 tested, 0.59% active;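 active = inhibition above a per-plate cutoff, the mean of that plate's test compounds plus 3 SD, cut at about 27% in these data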;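 note: 0% = acetylcholine EC80 with DMSO and 100% = DMSO without agonist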
M5 PAM: potentiates acetylcholine response at human M5 receptor | P08912 | CHO-K1 hM5, Fluo-8 calcium, ACh EC20 PAM; 0% = ACh EC20, 100% = ACh EC100 | activation, % at 3 µM | 360,000 tested, 0.3% active | AID 624038;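 active = activation above the run cutoff, the mean activation of all test compounds plus 3 SD, cut at about 18% in these data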
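Replicates: One well per compound, no replicates | System: Human M5 receptor in CHO-K1 cells | Benchmarks: Low control EC20 acetylcholine (0%), high control EC100 acetylcholine (100%) | Probe or stimulus: Acetylcholine, EC20 level | Times: Fluo-8 loading 80 min at 37 °C plus 30 min room temperature | Signal: Intracellular calcium via Fluo-8 fluorescence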
M1 ag: agonists of human M1 muscarinic receptor | CHO-K1 hM1, Fluo-8 calcium fluorescence, agonist mode; 0% DMSO, 100% acetylcholine EC100 | 360,000 tested, 0.33% active | P11229 | AID 588814 | activation, % at 3 µM;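 active = activation above the run's mean compound activation plus 3 SD, cut at about 16% in these data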;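 note: peak over basal fluorescence ratio within a 140 s kinetic read after compound addition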
The depositor's hits bear a star; nt = no result given. A portion of the library, so the mix of outcomes need not match the whole.

1) Cc1ccccc1CN(CC1CCC(C(=O)O)CC1)C(=S)Nc1ccccc1F (stereo unspecified)
2) CCc1cccc(NC(=O)Cc2ccc([N+](=O)[O-])cc2)c1
3) CCOC(=O)CCNC(=O)N1CCCC(N(C)CCc2ccccc2)C1 (stereo unspecified)
4) CN(C)S(=O)(=O)N1CCC(Oc2ccc(C(=O)NCC(C)(C)CO)cc2)CC1
5) COCCN(C(=O)COC(=O)c1ccc2c(c1)OCO2)c1c(N)n(Cc2ccccc2)c(=O)[nH]c1=O
6) C=CC[C@@H](CC(=O)N[C@H](CO)Cc1ccccc1)C(=O)N[C@@H](COC(=O)[C@@H](CC=C)CC(=O)OC(C)(C)C)Cc1ccccc1
7) COC(=O)c1ccc(/C=N/NC(=O)c2cccc(F)c2)cc1
8) CCN(C(=O)CSc1ncnc2c1cnn2-c1ccccc1)C1CCS(=O)(=O)C1 (stereo unspecified)
entry no. | 1 | 2 | 3 | 4 | 5 | 6 | 7 | 8
CHRM1 antagonist | -9 | -2 | -10 | -5 | -17 | 5 | -2 | -8
CHRM4 antagonist | 6 | 9 | -4 | -8 | -23 | 1 | 1 | -11
CHRM5 agonist | 2 | -4 | -11 | 0 | -1 | 1 | 3 | 3
M4 ag | 2 | 0 | 0 | 10 | 3 | 14 | 2 | 1
CHRM1 PAM | 12 | 1 | 7 | 9 | 8 | -6 | 0 | 8
TAAR1 ag | 7 | 14 | 1 | 3 | 0 | 7 | nt | 2
M5 antag | 9 | 12 | 7 | 5 | -12 | -2 | 2 | -11
M5 PAM | -3 | -7 | 3 | 0 | 6 | -4 | -8 | 3
M1 ag | -3 | -10 | -7 | -1 | -4 | -3 | -1 | -5

The list goes on, overlapping the part above by three compounds.
6) C=CC[C@@H](CC(=O)N[C@H](CO)Cc1ccccc1)C(=O)N[C@@H](COC(=O)[C@@H](CC=C)CC(=O)OC(C)(C)C)Cc1ccccc1
7) COC(=O)c1ccc(/C=N/NC(=O)c2cccc(F)c2)cc1
8) CCN(C(=O)CSc1ncnc2c1cnn2-c1ccccc1)C1CCS(=O)(=O)C1 (stereo unspecified)
9) C=CCn1c(SCC(=O)NC(=O)NCc2ccco2)nc2sc(CC)cc2c1=O
10) CCOc1ccccc1C(=O)Nc1cc(Cl)ccc1O
11) COCCn1c(C)cc(C(=O)CSc2nc3ccccc3s2)c1C
12) Cn1nc(C(=O)N2CCN(c3ccc(Cl)cc3)CC2)c2c1-c1ccccc1S(=O)(=O)C2
13) COc1ccc(-c2nn(-c3ccccc3C)cc2CNCc2cccnc2)cc1F
14) Cc1ccc(-c2nc(N)sc2CC(=O)OCC(=O)NCCC(C)C)cc1
15) CC1(c2ccc(F)cc2)OC(=O)c2c1ccc1ccccc21 (stereo unspecified)
16) Cc1ccc(S(=O)(=O)N2CCCOC2CNC(=O)C(=O)NCc2ccccn2)cc1 (stereo unspecified)
entry no. | 6 | 7 | 8 | 9 | 10 | 11 | 12 | 13 | 14 | 15 | 16
CHRM1 antagonist | 5 | -2 | -8 | -6 | 4 | 8 | 10 | -3 | -2 | -4 | -12
CHRM4 antagonist | 1 | 1 | -11 | 6 | 3 | 1 | -4 | -3 | 1 | -2 | -12
CHRM5 agonist | 1 | 3 | 3 | -3 | -7 | 2 | -4 | -9 | 0 | -2 | -2
M4 ag | 14 | 2 | 1 | 0 | 6 | 14 | 16 | 3 | 1 | 0 | 1
CHRM1 PAM | -6 | 0 | 8 | 8 | -1 | -6 | -2 | -1 | 9 | -2 | 10
TAAR1 ag | 7 | nt | 2 | -1 | 10 | 7 | 7 | 9 | -1 | 1 | 4
M5 antag | -2 | 2 | -11 | -2 | -2 | 7 | 14 | 2 | -4 | 1 | 1
M5 PAM | -4 | -8 | 3 | 2 | -22 | -11 | -2 | 0 | 4 | -4 | -3
M1 ag | -3 | -1 | -5 | -4 | -2 | -4 | -1 | -8 | 2 | -5 | -3

17) O=C(Nc1ccc(Oc2ccccc2)cc1)c1csc([C@@H]2O[C@H](CO)[C@H](O)[C@H](O)[C@H]2O)n1
18) Cc1ccccc1C(=O)N1CCN(c2ccc(NC(=O)c3cccnc3Cl)cc2)CC1
19) CSc1ncc(CNc2cc([N+](=O)[O-])ccc2C)c(N)n1
20) Cc1ccc(OCC(=O)Nc2ccccc2C(=O)NC2CC2)cc1
21) CN1CCCN(C(=O)C2CCC(C(=O)N3CCCN(C)CC3)CC2)CC1 (stereo unspecified)
22) CC1Cc2cc(S(=O)(=O)N3CCCC(C(=O)N4CCCCC4)C3)ccc2N1C(=O)C1CC1 (stereo unspecified)
23) C/C=C/C(=O)OCC(=O)Nc1cccc(F)c1
24) NNc1nnc(-c2ccccc2)c(-c2ccccc2)n1
entry no. | 17 | 18 | 19 | 20 | 21 | 22 | 23 | 24
CHRM1 antagonist | -12 | -6 | -5 | -8 | -21 | -4 | -18 | 0
CHRM4 antagonist | -7 | -4 | -7 | -2 | -5 | 7 | 3 | -14
CHRM5 agonist | 0 | 2 | 5 | 1 | 0 | -3 | -1 | 0
M4 ag | 0 | 5 | 10 | 3 | 2 | 5 | 2 | 2
CHRM1 PAM | 4 | 6 | -4 | 4 | 14 | 6 | 10 | 14
TAAR1 ag | 3 | 2 | 23 | 3 | 1 | -1 | 4 | 15
M5 antag | 5 | -6 | 0 | -7 | 5 | 8 | 0 | 3
M5 PAM | -2 | 7 | 1 | -8 | 1 | -2 | 5 | 0
M1 ag | -1 | -4 | 0 | -5 | -2 | -3 | -3 | 7

25) C/C(N)=C(/C#N)C(=O)COC(=O)CSc1ccccc1
26) COc1ccc(-c2cc3c(c4c2ccn4C)C2CCC3C2)cc1F (stereo unspecified)
27) CCOc1cccc(/C=N/Nc2ccc(S(=O)(=O)N(CC)CC)cn2)c1O
28) CCC(=O)OCC(=O)Nc1cc([N+](=O)[O-])ccc1OC
29) O=C(COc1ccccc1F)NNC(=O)Cn1c(=O)cnc2ccccc21
30) O=C(CCn1nnc2ccccc21)N/N=C\Cc1ccccc1
31) COc1ccc2c(CC(=O)NC3CCCc4ccccc43)coc2c1 (stereo unspecified)
32) C=CCn1c(SCC(=O)Nc2cccc3ccccc23)nnc1-c1cnccn1
entry no. | 25 | 26 | 27 | 28 | 29 | 30 | 31 | 32
CHRM1 antagonist | -12 | -2 | 0 | -7 | -8 | -1 | -6 | 2
CHRM4 antagonist | -9 | 7 | -5 | 4 | -16 | -2 | -4 | 9
CHRM5 agonist | -1 | -1 | 1 | -2 | 2 | -1 | -1 | -1
M4 ag | 4 | -3 | 2 | 1 | 2 | 1 | 0 | 2
CHRM1 PAM | 9 | 10 | -3 | 7 | 4 | 4 | 10 | 8
TAAR1 ag | 13 | 3 | 3 | 2 | 4 | 3 | 4 | 0
M5 antag | -16 | 9 | -5 | 6 | 2 | -4 | 0 | 2
M5 PAM | 0 | -5 | -9 | 7 | -5 | 2 | 2 | -2
M1 ag | 1 | -1 | -8 | -4 | -2 | -7 | -5 | -3

Five entries from above, arranged by length of the SMILES, low to high:
25) C/C(N)=C(/C#N)C(=O)COC(=O)CSc1ccccc1
28) CCC(=O)OCC(=O)Nc1cc([N+](=O)[O-])ccc1OC
29) O=C(COc1ccccc1F)NNC(=O)Cn1c(=O)cnc2ccccc21
32) C=CCn1c(SCC(=O)Nc2cccc3ccccc23)nnc1-c1cnccn1
27) CCOc1cccc(/C=N/Nc2ccc(S(=O)(=O)N(CC)CC)cn2)c1O
entry no. | 25 | 28 | 29 | 32 | 27
CHRM1 antagonist | -12 | -7 | -8 | 2 | 0
CHRM4 antagonist | -9 | 4 | -16 | 9 | -5
CHRM5 agonist | -1 | -2 | 2 | -1 | 1
M4 ag | 4 | 1 | 2 | 2 | 2
CHRM1 PAM | 9 | 7 | 4 | 8 | -3
TAAR1 ag | 13 | 2 | 4 | 0 | 3
M5 antag | -16 | 6 | 2 | 2 | -5
M5 PAM | 0 | 7 | -5 | -2 | -9
M1 ag | 1 | -4 | -2 | -3 | -8

Next records follow.
33) CN1C=CC=C/C1=C1\SC(=S)N(Cc2ccccc2)C1=O
34) O=C(NCc1ccccc1)C1CCC(=O)N(CC2CCCCC2)C1 (stereo unspecified)
35) CC1CCc2sc(C(=O)NCc3ccccn3)cc2C1 (stereo unspecified)
36) O=C(NC1CCCCC1)C(c1ccc2ncccc2c1)N(Cc1ccc(F)cc1)C(=O)c1ccc2c(c1)OCCO2 (stereo unspecified)
37) COc1ccc2c(c1)CCc1c(C(=O)NCc3cccnc3)noc1-2
38) CC(=O)/C=C(\C)NCCNc1c(F)c(F)c(CO)c(F)c1F
39) COC(=O)Cc1nc(NC(=O)c2cccs2)sc1C
40) CN(C)CCNC(=O)/C(=C/c1ccc(-c2ccc(Cl)cc2Cl)o1)NC(=O)c1ccccc1
entry no. | 33 | 34 | 35 | 36 | 37 | 38 | 39 | 40
CHRM1 antagonist | 20 | -7 | -3 | -11 | 5 | -21 | -13 | -3
CHRM4 antagonist | 8 | 0 | -13 | -1 | 1 | -8 | -5 | -3
CHRM5 agonist | -11 | 0 | -7 | 3 | -1 | -3 | -1 | -6
M4 ag | 1 | 0 | 0 | 0 | 0 | 1 | 6 | 0
CHRM1 PAM | -28 | 5 | -1 | 6 | -4 | 6 | 12 | 4
TAAR1 ag | 10 | 3 | -2 | 4 | 12 | 9 | nt | -1
M5 antag | -12 | 4 | 0 | 0 | 2 | 3 | 1 | 2
M5 PAM | -18 | -1 | -11 | 1 | -5 | 2 | 2 | -6
M1 ag | -13 | -1 | -4 | -3 | -4 | -3 | -1 | -11

41) Cc1cc(C)c2ccc(=S)[nH]c2n1
42) Nc1ccc(-c2nc3ccccc3[nH]2)cc1
43) COc1ccc(CCN2C(=O)CC(Cc3cccc(C)c3)C2=O)cc1OC (stereo unspecified)
44) CCCCNC(=O)c1nn2c(C(F)(F)F)cc(-c3ccccc3)nc2c1Br
45) COc1ccc2c(c1)c1nc3n(c(=O)c1n2CC(=O)Nc1ccccc1)CCS3
46) CC(c1nc2ccccc2n1Cc1ccccc1)n1c(-c2cnccn2)nc2ccccc21 (stereo unspecified)
47) C/C(=N\Nc1nc(C)cc(-c2ccccc2)n1)c1ccc(O)cc1
48) O=C(CSc1nc2ccccc2[nH]1)c1cccs1
entry no. | 41 | 42 | 43 | 44 | 45 | 46 | 47 | 48
CHRM1 antagonist | -27 | -13 | 2 | -3 | 1 | nt | -15 | -5
CHRM4 antagonist | 3 | 1 | 6 | 6 | 9 | -20 | -23 | -2
CHRM5 agonist | 3 | 1 | -2 | -1 | -1 | 0 | -12 | -8
M4 ag | 0 | 1 | 1 | -2 | 0 | 3 | 1 | 3
CHRM1 PAM | 4 | 11 | -5 | 2 | 2 | nt | 6 | 6
TAAR1 ag | 6 | 2 | 9 | -1 | 0 | 3 | -3 | 10
M5 antag | -12 | 0 | -1 | 7 | 1 | -7 | -9 | 1
M5 PAM | 14 | -3 | -9 | -6 | -1 | 1 | 6 | 9
M1 ag | -2 | -2 | -5 | -3 | 0 | nt | -7 | -3
